Screening results from PubChem BioAssay.
ATXN2 expr inh: inhibitors of ATXN2 expression | Potency, µM (top dose mostly 57 µM), for the others: at the top dose activity change, negative = inhibition, usual class: inhibitors | HEK-293 ATXN2-luciferase reporter, luminescence, 24 h | hit rate 0.72% among 360,000 | AID 1745845; further: potency means the concentration at half of the fitted maximal effect; on the % scale 0 is the no-effect control and ±100 the full control effect; nearly all actives have a fitted effect of over 55% in size
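ATXN2-luciferase reporter cells (luciferase flanked by upstream and downstream ATXN2 gene portions) were treated 24 h at 37 °C with compounds at up to 57 uM. SteadyGlo luminescence gave expression; GF-AFC fluorescence gave viability.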
Nrf2 inh: Nrf2 pathway inhibition. A549 ARE-Fluc reporter, luciferase luminescence, 18-24 h. Potency, µM (doses to about 46 µM), for the others: at the highest dose activity change, negative = inhibition, most hits filed as inhibitors. hit rate 2.1% among 360,000. AID 504444; further: potency means the concentration at half of the fitted maximal effect; on the % scale 0 is the no-effect control and ±100 the full control effect; nearly all actives have a fitted effect of over 60% in size
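A549 ARE_Fluc cells, 5000/well, 5% FBS OPTI-MEM; compounds in dose-response, 18-24 h at 37 °C/5% CO2; CellTiter-Fluor viability read (Ex 405/Em 525), then BugLite luciferase luminescence = Nrf2 activity.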
S2 tox: cell viability loss in ATXN counter-screen | S2 cells (HEK-293 line with an ATXN2-luciferase reporter) viability, CellTiter-Fluor protease fluorescence, 24 h | Potency, µM (top dose mostly 56.7 µM), hits mostly cytotoxic | hit rate 0.49% among 400,000; further: potency means the concentration at half of the fitted maximal effect; nearly all actives have a fitted effect of over 40% in size
IL-1B inflam inh: blocks inflammasome-driven IL-1 beta release | THP-1 LPS/ATP IL-1B secretion, AlphaLISA, 16 h; active compounds read low | activity change, % at 57.5 µM | hit rate 4.7% among 360,000; in the data active means activity change below about -50%; inconclusive means mostly about -30% to -49%; further: on the % scale 0 is the no-effect control and ±100 the full control effect
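Secreted IL-1B measured by AlphaLISA bead assay after 16 h compound exposure of THP-1 cells; compounds (final up to 57.5 uM) added 1 h before LPS (250 ng/mL) and ATP (1.25 mM) stimulation; lower signal means less secretion.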
HepG2 tox: HepG2 cytotoxicity, counter-screen for TGF-b inhibitors. HepG2 CAGA-GFP viability, ATP luminescence, 18 h. Potency, µM (highest dose often 46.1 µM), for inactives: at the top dose activity change, negative = cytotoxicity, actives largely listed as cytotoxic. hit rate 0.76% among 410,000; further: potency means the concentration at half of the fitted maximal effect; some results filed as inactive show a strong effect at the top dose
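CellTiter-Glo luminescence gave cytotoxicity after 18 hours at 37 degrees C. The cells were HepG2 CAGA-GFP in 1% FBS DMEM, stimulated with 500 pg/mL TGF-beta after compound addition. %Activity was normalised to no-cell wells (complete cell-killing) and DMSO (no toxicity), and curves were fitted and classified.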
TGFb inhibitor: inhibitors of TGF-b signaling | HepG2 CAGA-GFP TGF-b/SMAD3 reporter, GFP fluorescence, 18 h; TGF-beta stimulated, 500 pg/mL final | Potency, µM (series often up to 46.1 µM), for inactives: at the top dose activity, negative = inhibition, hits mostly inhibitors | hit rate 1.2% among 410,000 | AID 588855; further: potency means the concentration at half of the fitted maximal effect; on the % scale 0 is the no-effect control and ±100 the full control effect; nearly all actives have a fitted effect of over 65% in size
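First, reporter cells (HEPG2 CAGA-GFP) rested 2 h at 37 degrees C. Next, compounds were pinned in and TGF-beta added to 500 pg/mL final. After 18 h, GFP was imaged per cell and summed per well.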
A549 viability: counter-screen for Nrf2 inhibitors: cytotoxicity in A549 cells | Potency, µM (doses to about 46 µM), inactives show top-dose activity change, negative = cytotoxicity, hits mostly inhibitors | A549 ARE-Fluc cells, CellTiter-Fluor viability, 18-24 h | hit rate 0.16% among 390,000 | AID 504648; further: potency means the concentration at half of the fitted maximal effect; on the % scale 0 is the no-effect control and ±100 the full control effect
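Cytotoxicity counterscreen: CellTiter-Fluor fluorescence was measured in A549 ARE_Fluc cells after 18-24 h of compound exposure in a concentration series. The subsequent BugLite luminescent read reports ARE-luciferase activity.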
MCF10A rereplic: inducers of DNA re-replication in MCF 10A breast cells; MCF 10A DNA re-replication, Hoechst nuclear intensity, 48 h; Potency, µM (top dose mostly 46.1 µM), for the others: at the highest dose activity, positive = re-replication, actives largely listed as activators; hit rate 2.9% among 350,000; further: potency means the concentration at half of the fitted maximal effect; % of control where 0% means no effect; nearly all actives have a fitted effect of over 50% in size
Nrf2 activator: activators of Nrf2 (ARE) signaling; hit rate 0.31% among 410,000; AREc32 ARE-luciferase reporter (MCF7-derived line), luminescence, 24 h; Potency, µM (top dose mostly 46.1 µM), for inactives: at the highest dose activation, hits mostly activators; further: potency means the concentration at half of the fitted maximal effect; % of control where 0% means no effect; nearly all actives have a fitted effect of over 65% in size
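AREc32_Fluc, 1000 cells/well, OPTI-MEM + 5% FBS, o/n 37 deg C 5% CO2; 23 nL cpd by pin tool, 24 hr; Steady-Glo 30 min RT, luminescence.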
* hit, by the source's call; i = inactive; ? = inconclusive; nt = not tested or not shown; [ ] = dose if it differs, or a comment. Unless noted, the call rests on the fitted dose curve; in most records, active means well fitted curve in the direction sought with a large enough effect; inconclusive means small, poorly fitted or top-dose-only effect, or another doubt; inactive means no such curve, though single readings can be large; an effect the other way counts as inactive or inconclusive.

SMILES	ATXN2 expr inh	Nrf2 inh	S2 tox	IL-1B inflam inh	HepG2 tox	TGFb inhibitor	A549 viability	MCF10A rereplic	Nrf2 activator
C/C=C/c1ccc2c(c1)O[C@@H](CN(C)C(=O)c1ccc(F)cc1)[C@@H](C)CN([C@H](C)CO)S2(=O)=O	-11.8%	nt	?	-3.2	-31.6%	-27.7%	nt	nt	2.4%
CSc1nc2ccc(NS(=O)(=O)c3ccc([N+](=O)[O-])cc3)cc2s1	-22.7%	-2.9%	i	nt	-22.3%	-11.9%	2.4%	?	2.8%
CC(=O)Nc1cc(-c2ccccc2CN(C)C)cn2c(-c3ccc(F)c(Cl)c3)cnc12	-13.2%	nt	i	-17.4	-68.3%	?	nt	nt	9.3%
O=C(CNC(=O)N1CC(=O)Nc2ccccc21)Nc1ccc(Cl)cc1Cl	nt	nt	i	2.1	-14.8%	-3.6%	nt	nt	0.3%
COc1ccccc1C(=O)NC(C)c1ccc(-n2ccnc2)cc1 (stereo unspecified)	2.9%	0.4%	i	-7.0	7.2%	29.3%	6.5%	0.2%	2.3%
COCCNC(=O)Cc1c(C)c2cc3c(cc2oc1=O)OC(C)(C)CC3	18.1%	7.8%	i	53.6	-18.0%	2.4%	-5.3%	1.1%	-0.3%
CC(=O)NC(Cc1c[nH]c2ccccc12)C(=O)NCc1ccco1 (stereo unspecified)	6.9%	3.2%	i	-0.6	-0.8%	-1.8%	-1.4%	-1.7%	-0.2%
CC(C)c1ccc(CN2CCC2(C)C(=O)Nc2cccc(Oc3ccccc3)c2)cc1 (stereo unspecified)	3.6%	nt	i	29.1	-16.8%	-2.5%	nt	nt	0.4%
Nc1cccc2c(O)cccc12	-7.0%	9.8%	i	12.4	13.5%	5.5%	-1.3%	13.5%	4.9%
COc1ccccc1C1=NN(C(=O)c2ccccc2)C(c2ccc(Br)cc2)C1 (stereo unspecified)	6.2%	?	i	-7.0	4.8%	4.0%	0.8%	-14.0%	-0.5%
Cc1ccc(Cn2c(C)c3cnn(CC(=O)NC4CCCC4)c(=O)c3c2C)cc1	32.4%	14.6%	i	19.4	0.0%	1.2%	4.8%	2.4%	-0.9%
CN1CCN(Cc2nc(N)nc(Nc3ccc4c(c3)OCCO4)n2)CC1	39.8%[activator]	9.4%	i	12.2	1.2%	4.4%	4.4%	1.1%	-0.5%
C(=C\c1ccccc1)/CN1CCN(C(c2cc3ccccc3o2)c2nnnn2C2CCCC2)CC1 (stereo unspecified)	5.0%	nt	i	-20.3	-36.5%	-3.5%	nt	nt	-0.3%
COC(=O)c1cccc(N(CC(=O)NCC2CCCO2)C(=O)CCC(=O)Nc2cc(C)on2)c1 (stereo unspecified)	-4.2%	1.8%	i	3.7	-18.5%	0.0%	-5.5%	0.6%	-0.3%
Cc1cccc(NC(=S)N2CCN(C(=O)c3ccco3)CC2)c1C	-0.6%	3.4%	i	2.5	4.5%	11.4%	-1.5%	12.5%	-0.8%
CCc1nnc(NC(=O)c2nc(S(=O)(=O)Cc3ccccc3)ncc2Cl)s1	?	-114.3%	?	-100.5*	-94.9%	?	?	0.82µM*	14.1µM*
CC(Sc1nnc2n1CCCCC2)C(=O)Nc1cccc(S(=O)(=O)N2CCOCC2)c1 (stereo unspecified)	-8.2%	-9.0%	i	-6.3	-11.5%	17.1%	1.1%	20.0%	0.0%
O=c1oc2ccccc2c(Nc2ccccc2)c1[N+](=O)[O-]	-24.3%	-20.1%	i	-2.5	-18.0%	1.4%	-20.7%	?	?
Cc1cc2c(cc3c(SCc4nc(-c5ccccc5)oc4C)nnc(C)n32)o1	nt	13.2%	nt	nt	-18.6%	nt	-4.2%	nt	7.0%
CS(=O)(=O)c1ccc(-c2csc(C(O)(c3ccccc3)C(F)(F)F)n2)cc1 (stereo unspecified)	-3.9%	nt	i	0.9	-8.0%	-26.9%	nt	nt	5.9%
Clc1cccc(Cc2ccc(Cl)nn2)c1	-7.6%	-0.6%	i	4.7	2.5%	-16.6%	2.4%	-2.8%	6.2%
CCOc1ccc(NC(=O)CN(C)C(=O)CCc2nc3ccccc3c(=O)[nH]2)cc1OCC	nt	nt	i	8.7	-7.4%	-2.5%	nt	nt	0.1%
O=C(NCC1CCCN1S(=O)(=O)c1cccs1)c1ccccc1 (stereo unspecified)	-1.4%	?	i	3.7	4.5%	-28.2%	-4.3%	2.8%	-0.6%
COc1ccc(NC(=O)c2sc3nc(C)c(C(=O)Nc4ccc(C)cc4C)c(-c4sccc4C)c3c2N)cc1	-7.1%	0.6%	i	nt	3.6%	1.5%	-1.0%	nt	-0.2%
CCOC(=O)CC(S(=O)(=O)c1ccccc1)S(=O)(=O)c1ccccc1	nt	nt	?	?	-98.8%	?	nt	nt	-4.6%

Reprinted from the part before: two compounds, then new ones.
SMILES	ATXN2 expr inh	Nrf2 inh	S2 tox	IL-1B inflam inh	HepG2 tox	TGFb inhibitor	A549 viability	MCF10A rereplic	Nrf2 activator
COc1ccc(NC(=O)c2sc3nc(C)c(C(=O)Nc4ccc(C)cc4C)c(-c4sccc4C)c3c2N)cc1	-7.1%	0.6%	i	nt	3.6%	1.5%	-1.0%	nt	-0.2%
CCOC(=O)CC(S(=O)(=O)c1ccccc1)S(=O)(=O)c1ccccc1	nt	nt	?	?	-98.8%	?	nt	nt	-4.6%
COC(=O)C1=C(C)N(CCCC(=O)O)C(=O)NC1c1ccccc1OS(=O)(=O)c1ccc([N+](=O)[O-])cc1 (stereo unspecified)	0.9%	6.2%	i	21.6	13.4%	12.9%	5.4%	0.8%	1.2%
Cc1nn(-c2ccc(F)cc2)c(Cl)c1/C=C(\CC(=O)O)c1nc2ccccc2s1	-11.1%	nt	i	6.3	-30.1%	6.5%	10.1%	4.2%	-0.9%
NC(=O)[C@H]1CC2(CC(c3cccc(NC(=O)c4ccccc4)c3)=NO2)CN1C(=O)[C@H]1CCC(=O)N1 (stereo partly specified)	3.7%	0.1%	i	25.8	-10.7%	-3.6%	0.7%	?	2.9%
CCOC(=O)CC1=CC(C)(CC(=O)OCC)C(C#N)(C#N)C(N)=C1C#N (stereo unspecified)	-18.0%	0.3%	i	-0.3	-29.7%	4.1%	1.4%	-8.7%	2.2%
CC[n+]1cc(-c2ccccc2)nc(N2CCOCC2)n1	31.3%	11.7%	i	-6.1	-53.9%	?	1.9%	10.6%	-0.7%
Cc1cc(C)c2oc(C(=O)N3CCN(C)CC3)cc(=O)c2c1	-18.0%	?	nt	9.1	-2.4%	-2.4%	13.1%	5.0%	0.3%
CCOC(=O)C1=C(Cn2ccc(C(F)(F)F)n2)NC(=O)NC1c1ccc2c(c1)OCO2 (stereo unspecified)	-25.0%	nt	i	-22.5	-15.7%	-4.2%	-1.0%	6.5%	-0.3%
COc1ccccc1NC(=O)CSc1nnc(CNC(=O)c2cccs2)o1	1.0%	8.6%	i	-77.0*	-9.9%	-6.1%	-1.0%	-0.2%	0.7%
CSc1nc(C)c(CCOC(=O)c2cccc(C)c2)c(=O)[nH]1	3.1%	-20.8%	i	14.8	-26.2%	7.4%	-3.1%	-0.7%	0.3%
CC(C)(C)C(=O)Cn1c(=N)n(Cc2ccccc2)c2ccccc21	-31.9%	-21.6%	i	-26.8	-39.1%	?	-15.2%	17.8µM*	3.4%
O=C(O)c1cccc(NC(=O)c2ccc(CN3C(=O)c4ccccc4C3=O)cc2)c1	0.6%	-1.7%	i	5.6	10.8%	0.0%	1.0%	-1.0%	0.6%
O=C(CC1C(=O)NCCN1Cc1ccc(-c2ccccc2)cc1)NC1CCC1 (stereo unspecified)	nt	?	i	-20.9	-18.9%	-2.4%	-6.7%	0.0%	3.2%
Nc1cccc2c1C(=O)N(C(=O)/C=C/c1cccc(F)c1)C2=O	?	?	i	-70.2*	13.4%	14.1µM*	4.5%	?	24.9%[9.22 µM]
CC(=O)NC1C(OC(=O)/C=C/c2ccccc2)OC(COC(C)=O)C(OC(C)=O)C1OC(C)=O (stereo unspecified)	3.5%	16.8%	i	-6.8	6.3%	1.7%	-0.3%	5.7%	9.6%
CCOc1ccccc1OCCOc1cccc(C(F)(F)F)c1	-5.4%	nt	i	7.4	-1.4%	8.1%	5.9%	-1.5%	-0.5%
COc1cc2oc(=O)cc(CN3CCCC3)c2cc1Cl	15.4%	nt	i	21.6	1.5%	?	nt	nt	4.7%
Cc1ccccc1-c1nc(C(=O)NCC2CCCO2)cc2c1[nH]c1ccccc12 (stereo unspecified)	?	23.1µM*	?	-51.4*	-5.5%	-20.4%	-9.8%	?	3.4%
CCOc1ccccc1NC(=O)c1cnc(NS(=O)(=O)c2ccccc2)nc1	5.3%	-3.5%	i	10.8	-9.8%	-19.7%	3.1%	-7.5%	0.0%
COc1ccc(S(=O)CC(=O)Nc2ccccc2Cl)cc1 (stereo unspecified)	-15.9%	-4.5%	i	21.4	6.1%	2.0%	-8.3%	-2.7%	2.9%
N#Cc1c(-c2ccc(Cl)cc2Cl)nc2n(c1=O)CCS2	-5.9%	3.2%	i	39.4	-2.9%	-1.9%	-2.1%	5.3%	2.6%
CCOc1ccc(C(c2c(O)cc(C)n(CCOC)c2=O)N2CCN(c3ccccc3F)CC2)cc1 (stereo unspecified)	nt	nt	nt	nt	0.2%	-5.4%	-9.0%	nt	-0.7%
CCOc1ccccc1NC(=O)CSc1nc(=O)n(CCCN2CCOCC2)c2c1CCC2	9.2%	1.0%	i	-2.2	-6.6%	-1.9%	1.0%	8.6%	-0.3%
Cn1c(=O)c2c(nc(CN3CCc4ccccc4C3)n2CCCO)n(C)c1=O	-3.1%	-19.6%	i	0.0	10.7%	11.8%	-1.8%	?	0.1%
Cc1ccc(-n2ncc3c(=O)n(Cc4cccc(C(F)(F)F)c4)cnc32)cc1C	9.2%	-2.4%	i	nt	-33.1%	-7.3%	13.7%	nt	-0.9%
